Assay outcomes as filed in PubChem.
PME-1 primary = blocks human protein phosphatase methylesterase 1 | Q9Y570 | recombinant PME-1, FP-Rh probe fluorescence polarization | inhibition, % at 5.9 µM | 0.53% of 320,000 active;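 active = inhibition above the campaign mean of all compounds plus 3 SD, cut at about 26% in these data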;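 also: competitive labeling of PME-1 active site by serine hydrolase directed probe; 0% = PME-1 with DMSO and 100% = wells lacking PME-1 enzyme; inhibitors block probe labeling so polarization falls and inhibition rises; many of its hits are not listed in these tables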
GSTO1 counter = counter-screen for RBBP9 inhibitors: inhibitors of human GSTO1; recombinant GSTO1, activity-based probe fluorescence polarization; inhibition, % at 5.96 µM; 1.1% of 300,000 active; AID 1974;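 active = inhibition above the campaign mean inhibition plus 3 SD, cut at about 35% in these data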;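 also: 0% = GSTO1-1 with DMSO and 100% = wells lacking GSTO1-1 enzyme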
PAD4 inh = inhibitors of human PAD4; 0.41% of 330,000 active; Q9UM07; recombinant PAD4, RCA probe fluorescence polarization; inhibition, % at 6.36 µM;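 active = percent inhibition above a cutoff equal to the mean of all tested compounds plus 3 SD, cut at about 15% in these data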;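 also: 0% = PAD4 with RCA probe and DMSO and 100% = probe without PAD4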
LYPLA2 counter = blocks human lysophospholipase 2, a PME1 counter-screen | recombinant LYPLA2, FP-Rh probe fluorescence polarization | O95372 | inhibition, % at 5.9 µM | 0.38% of 320,000 active;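 active = inhibition above the screen-wide mean plus 3 SD, limit set per campaign, cut at about 26% in these data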;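 also: 0% = LYPLA2 with DMSO and 100% = wells lacking LYPLA2 enzyme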
Target sequence (O95372 whole entry, looked up): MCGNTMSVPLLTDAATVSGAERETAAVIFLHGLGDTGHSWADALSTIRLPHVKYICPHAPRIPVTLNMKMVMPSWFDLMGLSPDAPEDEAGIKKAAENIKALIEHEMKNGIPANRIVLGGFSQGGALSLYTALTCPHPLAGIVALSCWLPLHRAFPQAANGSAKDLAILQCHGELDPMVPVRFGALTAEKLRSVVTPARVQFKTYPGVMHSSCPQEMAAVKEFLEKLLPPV
PAFAH1B3 FP inh = inhibitors of human PAFAH1B3 | Q15102 | 0.28% of 340,000 active | inhibition, % at 3.39 µM | AID 492972 | recombinant PAFAH1B3, FP-rhodamine probe, fluorescence polarization;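 active = inhibition above the screen-wide average of all tested compounds plus 3 SD, cut at about 25% in these data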;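 also: 0% = enzyme with DMSO only and 100% = wells lacking PAFAH1B3 protein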
PAFAH1B2 inh = blocks human PAF acetylhydrolase 1b catalytic subunit 2. inhibition, % at 3.39 µM. 1.2% of 340,000 active. recombinant PAFAH1B2, FP-rhodamine activity probe, fluorescence polarization;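 active = inhibition above the mean of all tested compounds plus 3 SD, cut at about 24% in these data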;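 also: 0% = enzyme with DMSO and 100% = wells lacking PAFAH1B2; many of its hits are not listed in these tables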
LYPLA1 inh = LYPLA1 (human) inhibition in PME1 counter-screen; recombinant LYPLA1, FP-Rh probe fluorescence polarization; O75608; 0.16% of 320,000 active; inhibition, % at 5.9 µM;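 active = inhibition above the mean of all tested compounds plus 3 SD, set per campaign, cut at about 14% in these data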;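 also: inhibitors block serine hydrolase probe labeling of LYPLA1 so polarization falls; 0% = enzyme with DMSO and 100% = wells lacking LYPLA1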
Target sequence (O75608 whole entry, looked up): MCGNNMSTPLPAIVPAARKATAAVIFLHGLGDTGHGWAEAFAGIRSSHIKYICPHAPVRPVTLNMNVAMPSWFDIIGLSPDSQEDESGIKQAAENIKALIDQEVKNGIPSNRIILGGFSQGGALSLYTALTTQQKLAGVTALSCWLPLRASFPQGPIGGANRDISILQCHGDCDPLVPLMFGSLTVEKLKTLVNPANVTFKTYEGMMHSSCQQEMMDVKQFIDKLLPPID
pPAFAH inh = pPAFAH (human) enzyme inhibition; Q13093; recombinant pPAFAH, FP-rhodamine probe fluorescence polarization; inhibition, % at 3.39 µM; 1.5% of 330,000 active; AID 463082;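 active = inhibition above the mean inhibition across the screen plus 3 SD, cut at about 25% in these data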;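 also: inhibitors block binding of the rhodamine activity-based probe so polarization drops; 0% = enzyme with DMSO and 100% = wells lacking pPAFAH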
Target sequence (Q13093 whole entry, looked up): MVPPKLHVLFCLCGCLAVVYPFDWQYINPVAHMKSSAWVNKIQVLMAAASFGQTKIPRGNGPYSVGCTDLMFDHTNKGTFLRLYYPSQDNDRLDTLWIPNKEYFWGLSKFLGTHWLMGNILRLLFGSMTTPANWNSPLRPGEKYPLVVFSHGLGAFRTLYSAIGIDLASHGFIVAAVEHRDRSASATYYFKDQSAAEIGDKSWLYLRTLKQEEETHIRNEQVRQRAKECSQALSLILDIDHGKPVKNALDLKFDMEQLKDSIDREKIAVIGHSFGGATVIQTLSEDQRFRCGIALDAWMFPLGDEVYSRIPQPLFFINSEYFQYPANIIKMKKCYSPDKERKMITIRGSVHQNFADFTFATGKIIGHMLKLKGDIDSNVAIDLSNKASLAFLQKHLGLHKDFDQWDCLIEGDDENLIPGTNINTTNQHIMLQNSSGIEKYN
PAFAH2 inh = inhibitors of human PAFAH2; Q99487; inhibition, % at 3.39 µM; AID 492956; 0.99% of 340,000 active; recombinant PAFAH2, FP-rhodamine activity probe, fluorescence polarization;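 active = inhibition above the mean over all tested compounds plus 3 SD, cut at about 30% in these data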;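 also: inhibitors block probe labeling of enzyme so polarization drops; 0% = enzyme with DMSO and 100% = wells lacking PAFAH2 protein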
Starred values were filed as active, the others as inactive; nt = not tested or not shown.

SMILES	PME-1 primary	GSTO1 counter	PAD4 inh	LYPLA2 counter	PAFAH1B3 FP inh	PAFAH1B2 inh	LYPLA1 inh	pPAFAH inh	PAFAH2 inh
COC(=O)C1=C(C)N(C)C(C)=C(C(=O)OC)C1c1ccc(Cl)cc1	-7	-4	4	4	10	6	-2	2	6
C[C@@H]1CN([C@H](C)CO)C(=O)Cc2cc(NS(=O)(=O)c3cn(C)cn3)ccc2O[C@H]1CN(C)S(=O)(=O)c1ccc(Cl)cc1	nt	nt	1	nt	7	1	nt	4	5
COCCOC(=O)c1c(C)oc2ccc(NS(=O)(=O)c3ccc(C)cc3)cc12	-7	-2	0	2	2	7	-3	3	3
CC(C)(C)c1cc(N)on1	-3	4	2	-1	-2	5	-5	3	-4
COc1ccc(C(=O)NC2=C(C#N)CCC2)cc1OC	0	4	1	-1	6	0	-4	1	3
O=C(OCC(=O)N1CCc2ccccc2C1)c1cc(=O)[nH]c2ccccc12	3	-2	2	10	3	1	1	4	1
Fc1ccc(CN2CCN(c3ncccn3)CC2)c(F)c1	-2	1	1	3	0	-5	3	-3	5
Cc1nn(-c2ccccc2)c(C)c1CN	0	0	0	0	3	6	-1	5	3
O=C(Cc1ccc(Br)cc1)N/N=C/c1ccc(-c2cccc(C(=O)O)c2)o1	0	-20	1	-2	5	10	0	6	3
O=C(NCc1ccc(OC(F)(F)F)cc1)C1CC(c2cccc(F)c2)=NO1 (stereo not given)	4	1	6	1	2	5	0	5	-5
COc1ccc(C(=O)COC(=O)CSCc2c(C)noc2C)cc1OC	3	14	-10	-1	10	0	0	0	-6
CCOC(=O)c1ccc(NC(=O)CNS(=O)(=O)c2ccccc2)cc1	-8	-6	5	2	8	-4	2	4	5
Cc1cc([N+](=O)[O-])nn1CC(=O)N/N=C/c1ccccc1O	4	-3	1	0	-3	3	2	8	9
COc1ccc(OC)c(-c2csc(N(C)C(=O)c3ccco3)n2)c1	0	1	0	3	5	3	2	-2	5
N/C(=N\OC(=O)CCCOc1ccc(Cl)cc1Cl)c1ccccn1	4	4	-7	-1	7	4	-4	4	0
COc1ccccc1C1=NOC(COC(=O)c2ccc(Br)cc2)C1 (stereo not given)	0	-3	-8	-2	-5	0	-1	8	6
COCCN(C(=O)CSCc1ccccc1)c1c(N)n(Cc2ccccc2)c(=O)[nH]c1=O	2	0	-5	-1	4	5	3	2	-2
C/C(=C\C(=O)c1ccc(Br)cc1)N1CCCCC1	-5	2	0	3	16	-7	2	6	1
CCn1cc([N+](=O)[O-])c(C(=O)N2N=C(c3ccc(Cl)c(Cl)c3)CC2c2ccccc2O)n1 (stereo not given)	-38	-25	-14	-61	-5	-6	-31	-32	0
CCCCCCCC1(C)NC(=O)N(c2ccccc2)N1 (stereo not given)	6	5	-2	0	13	-1	0	3	3
Cn1c(SCc2cc(=O)[nH]c3ccccc23)nnc1-c1ccc(Br)cc1	6	-1	-2	-1	4	0	2	3	1
CCOc1ccc(C(c2c(C)[nH][nH]c2=O)c2c(C)[nH][nH]c2=O)cc1OC	-9	42*	7	-1	6	8	-2	-5	1
CN(CC(=O)Nc1ccc(Cl)cc1)C(=O)Cn1[nH]c(=O)c2ccccc2c1=O	1	-5	-7	3	2	-5	2	2	3
O=C(COc1ccccc1[N+](=O)[O-])N1CCN(C(=O)c2ccco2)CC1	2	8	2	5	-1	2	1	1	1
Oc1cccc2c(NC(=S)Nc3ccc(OC(F)F)cc3)cccc12	5	7	-8	7	2	0	-3	9	-1
Cn1ncc(Cl)c1C(=O)Nc1ccc2c(c1)OCO2	0	3	-1	-1	1	2	-2	-1	12
CCOC(=O)N1CCN(C(=O)/C=C/c2ccc(OC)c(OC)c2)CC1	-6	2	3	-4	1	1	-3	0	-4
CC1CN(CCOc2ccc(Cl)c(Cl)c2)CC(C)O1 (stereo not given)	-2	-1	-3	5	14	5	-1	-8	-2
CCCCS(=O)(=O)Nc1ccc2c(c1)ncn2C1CCCCC1	6	-3	0	-1	6	10	2	-3	-1
Nc1nnc(SCCCC(=O)c2ccc(F)cc2)s1	-11	4	-2	5	-2	2	-4	-3	5
O=c1c2ccccc2c(C=Nc2ccccc2O)c(O)n1-c1nccs1	0	2	-5	-5	4	-1	-2	3	2
Cc1ccc(C(=O)NCCN2C3=NC[C@H](Cc4ccc(O)cc4)N3C[C@H]2Cc2ccc(O)cc2)cc1Br	-1	1	-2	-4	9	-7	-5	-3	3
COc1ccc(C2(O)CC3CCC(C2)N3c2cc(C)nc(-c3ccccc3)n2)cc1 (stereo not given)	-1	-6	-2	6	-7	2	-1	2	1
C=CCNC(=O)CC(C)C(CCCCC)C(=O)O (stereo not given)	-3	1	-2	4	2	-1	2	0	0
CC(C)(CCO)NC(=S)NC1CC2C=CC1C2 (stereo not given)	-5	7	1	3	3	10	2	0	-2
NS(=O)(=O)c1ccc(NC(=O)COC(=O)c2ncc(Cl)c(Cl)c2Cl)cc1	nt	nt	-5	nt	14	5	nt	0	17
CC1=NN(c2ccccc2)C(=O)/C1=C/c1c(O)n(-c2ccc(F)cc2)[nH]c1=O	51*	12	-1	5	44*	47*	0	54*	48*
O=C(NC1CC1)C1=C[C@@H](C2CCCCC2)C[C@@H](OCCCCO)O1	-3	4	-4	2	7	-1	5	4	-1
Cc1occc1-c1nnc(SCCCC(=O)c2ccc(F)cc2)n1C	-3	11	2	2	1	2	0	5	2
O=C(CCNC(=O)c1ccccc1Cl)Nc1ccc(S(=O)(=O)Nc2ncccn2)cc1	-5	2	0	-3	-2	0	-3	-3	4
CCOc1ccc(S(=O)(=O)N2CCN(C)CC2)cc1NC(=O)c1ccccc1F	1	0	-5	-2	3	-7	2	1	4
O=C(c1noc2c1CCc1ccccc1-2)N1CCOCC1	8	0	-3	1	-1	9	-1	5	2
COCCNC(=O)CCc1nnc(Cc2ccc(-c3ccccc3)cc2)o1	-2	3	0	-2	5	4	1	-1	1
CC(C(=O)Nc1sc2c(c1C#N)CCCCC2)N1C(=O)c2ccccc2C1=O (stereo not given)	1	14	1	-3	13	16	-4	1	7
COc1ccc(NC2CC(=O)N(C(C)C)C2=O)cc1 (stereo not given)	4	3	-4	-2	8	0	1	5	6
O=C(CSCc1ccc(Cl)cc1)Nc1cccc(C(=O)Nc2ccccc2C(=O)O)c1	-21	-43	-4	-23	-11	8	-10	-13	10
COc1ccccc1CCNC(=O)C(=O)NCC1OCCN1S(=O)(=O)c1cccs1 (stereo not given)	1	-1	-3	1	3	2	-6	3	3
CCN(CC)C(=S)SCC(=O)c1ccccc1	7	-5	-1	6	0	-2	3	-9	-2

Taken from the listing for reference:
SMILES	PME-1 primary	GSTO1 counter	PAD4 inh	LYPLA2 counter	PAFAH1B3 FP inh	PAFAH1B2 inh	LYPLA1 inh	pPAFAH inh	PAFAH2 inh
CC1=NN(c2ccccc2)C(=O)/C1=C/c1c(O)n(-c2ccc(F)cc2)[nH]c1=O	51*	12	-1	5	44*	47*	0	54*	48*
O=C(NC1CC1)C1=C[C@@H](C2CCCCC2)C[C@@H](OCCCCO)O1	-3	4	-4	2	7	-1	5	4	-1

Taken from the results shown for reference:
SMILES	PME-1 primary	GSTO1 counter	PAD4 inh	LYPLA2 counter	PAFAH1B3 FP inh	PAFAH1B2 inh	LYPLA1 inh	pPAFAH inh	PAFAH2 inh
CC1=NN(c2ccccc2)C(=O)/C1=C/c1c(O)n(-c2ccc(F)cc2)[nH]c1=O	51*	12	-1	5	44*	47*	0	54*	48*
O=C(NC1CC1)C1=C[C@@H](C2CCCCC2)C[C@@H](OCCCCO)O1	-3	4	-4	2	7	-1	5	4	-1
Cc1occc1-c1nnc(SCCCC(=O)c2ccc(F)cc2)n1C	-3	11	2	2	1	2	0	5	2
O=C(CCNC(=O)c1ccccc1Cl)Nc1ccc(S(=O)(=O)Nc2ncccn2)cc1	-5	2	0	-3	-2	0	-3	-3	4
CCOc1ccc(S(=O)(=O)N2CCN(C)CC2)cc1NC(=O)c1ccccc1F	1	0	-5	-2	3	-7	2	1	4
O=C(c1noc2c1CCc1ccccc1-2)N1CCOCC1	8	0	-3	1	-1	9	-1	5	2
COCCNC(=O)CCc1nnc(Cc2ccc(-c3ccccc3)cc2)o1	-2	3	0	-2	5	4	1	-1	1
CC(C(=O)Nc1sc2c(c1C#N)CCCCC2)N1C(=O)c2ccccc2C1=O (stereo not given)	1	14	1	-3	13	16	-4	1	7
COc1ccc(NC2CC(=O)N(C(C)C)C2=O)cc1 (stereo not given)	4	3	-4	-2	8	0	1	5	6
O=C(CSCc1ccc(Cl)cc1)Nc1cccc(C(=O)Nc2ccccc2C(=O)O)c1	-21	-43	-4	-23	-11	8	-10	-13	10
COc1ccccc1CCNC(=O)C(=O)NCC1OCCN1S(=O)(=O)c1cccs1 (stereo not given)	1	-1	-3	1	3	2	-6	3	3
CCN(CC)C(=S)SCC(=O)c1ccccc1	7	-5	-1	6	0	-2	3	-9	-2

Continuation.
SMILES	PME-1 primary	GSTO1 counter	PAD4 inh	LYPLA2 counter	PAFAH1B3 FP inh	PAFAH1B2 inh	LYPLA1 inh	pPAFAH inh	PAFAH2 inh
COC(=O)C(NS(=O)(=O)c1ccc(C)cc1)c1ccccc1 (stereo not given)	-1	9	-5	3	-3	7	3	-2	-7
Cn1c(=O)n(C)c2cc(NS(=O)(=O)c3ccccc3)ccc21	7	4	0	-6	1	3	-2	5	3
Cc1ccc2nc(-c3cccc(NC(=O)c4ccco4)c3)[nH]c2c1	-33	-28	-4	-25	-2	1	-17	-10	-6
CCn1cc(SCC(=O)N2CCOCC2)c2ccccc21	-2	3	-1	6	3	8	-1	2	1
COc1ccc2[nH]c3c(c2c1)CCN1C(=O)C(CC(=O)NCCC2=CCCCC2)C[C@H](C(=O)N2CCCCC2)[C@@]31CCc1ccccc1 (stereo not given in full)	nt	nt	-7	nt	-3	2	nt	0	-6
CCOc1ccc(/C=C(\C)C(=O)c2c(C)cc(C)[nH]c2=O)cc1	3	6	2	4	11	2	-2	-2	2
CO/N=C/C(NC(=O)c1ccc(C(F)(F)F)cc1)C(=O)OC (stereo not given)	0	12	-3	1	5	0	-2	3	-3
COc1cccc(NC(=O)CN2C(=O)NC(Cc3c[nH]c4ccccc34)C2=O)c1 (stereo not given)	nt	nt	-14	nt	3	2	nt	2	0
CC(C)Oc1ccc(NC(=O)CCC(=O)O)cc1	-10	4	-4	0	2	-2	-1	2	-10
COc1ccc(CCNS(=O)(=O)c2cc3c4c(c2)CCN4C(=O)CC3)cc1	0	7	4	2	12	-1	0	8	-3
Cc1ccc(COC(=O)CCCN=C2NS(=O)(=O)c3ccccc32)cc1	0	-2	0	-4	2	4	-7	4	-1
NC(=O)CC(NC(=O)Cc1cccc2ccccc12)c1ccc(N2CCc3ccccc3C2)c([N+](=O)[O-])c1 (stereo not given)	-4	-3	-1	-3	1	8	-10	10	-4
O=C(/C=C/c1ccc([N+](=O)[O-])cc1)/C=C/c1ccco1	3	31	4	-6	9	-3	-5	62*	15

An excerpt. The share of hits here may be higher or lower than overall.
